EBI2 block – antagonists of human EBI2 receptor; inhibition, % at 5 µM; EBI2 beta-arrestin recruitment, luminescence, 7a,25-OHC stimulated; 360,000 compounds, 0.81% hits; in the data active = inhibition above about 38%;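 note: enzyme fragment complementation signal reports receptor beta-arrestin coupling in cells; 0% = agonist plus DMSO wells and 100% = wells without agonist; some results beyond the cut were filed as inactive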
Target sequence (P32249 whole entry, looked up, the tested form may be a part): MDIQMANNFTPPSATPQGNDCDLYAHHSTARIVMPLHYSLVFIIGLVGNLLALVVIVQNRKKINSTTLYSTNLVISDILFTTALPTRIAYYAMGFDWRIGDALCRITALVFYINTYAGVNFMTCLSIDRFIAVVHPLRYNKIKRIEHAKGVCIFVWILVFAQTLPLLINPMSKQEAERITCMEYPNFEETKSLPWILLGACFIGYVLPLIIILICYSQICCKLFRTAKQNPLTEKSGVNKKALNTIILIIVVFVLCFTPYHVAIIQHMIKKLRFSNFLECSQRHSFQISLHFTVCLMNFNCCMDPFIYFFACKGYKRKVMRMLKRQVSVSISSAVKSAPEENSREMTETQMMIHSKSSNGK
MPTP inh – permeability transition pore inhibition; isolated mouse mitochondria, Ca2+ swelling absorbance, 30 min; inhibition, % at 10 µM; 360,000 compounds, 1.4% hits; AID 602449;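 active = inhibition of 50% or more, scaled per plate between neutral and stimulator controls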;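 note: 0% = DMSO wells given calcium and 100% = 1 mM EGTA wells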
GRIN3A LBD mod – NR3A (human) ligand-binding domain modulation; NR3A LBD differential scanning fluorimetry, Tm shift; 0% = protein alone, 100% = glycine-bound protein; Tm shift relative to glycine control, % at 25 µM; 340,000 compounds, 2.5% hits;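 active = melting temperature shift of at least 10% of the positive control shift, at one fixed dose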
CXCR6 block – blocks human CXCR6 beta-arrestin recruitment; O00574; CHO-K1 PathHunter CXCR6 beta-arrestin, luminescence; inhibition, % at 20 µM; 360,000 compounds, 0.36% hits; AID 602244; in the data active = inhibition above about 34%, passing the limit was not always enough;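 note: antagonist mode with CXCL16 agonist at 10 nM final; 0% = 10 nM CXCL16 with DMSO and 100% = unstimulated wells without agonist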
Target sequence (O00574 whole entry, looked up): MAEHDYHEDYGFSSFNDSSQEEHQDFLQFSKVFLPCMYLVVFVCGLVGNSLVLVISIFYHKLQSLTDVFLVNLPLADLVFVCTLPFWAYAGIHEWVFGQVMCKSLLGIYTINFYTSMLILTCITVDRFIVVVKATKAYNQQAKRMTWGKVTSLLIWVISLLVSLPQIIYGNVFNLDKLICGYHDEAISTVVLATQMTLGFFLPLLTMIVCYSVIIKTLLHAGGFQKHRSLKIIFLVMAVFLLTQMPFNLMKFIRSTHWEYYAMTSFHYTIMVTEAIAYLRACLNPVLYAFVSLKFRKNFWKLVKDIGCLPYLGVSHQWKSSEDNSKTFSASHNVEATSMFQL
A3A deaminase – blocks human APOBEC3A ssDNA deamination | inhibition, % at 20 µM | recombinant A3A, FAM/TAMRA ssDNA deamination fluorescence | AID 493011 | P31941 | 330,000 compounds, 0.41% hits;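 active = at least 40% inhibition at 20 µM here, with at most 30% in a related deaminase screen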;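 note: plate controls were A3A with DMSO for no effect and wells lacking A3A enzyme for full effect; some results filed as inactive read as strong as hits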
Gli-Sufu block – antagonists of Gli-Sufu signaling; inhibition, % at 5 µM; AID 588413; 340,000 compounds, 0.74% hits; Sufu-KO-LIGHT fibroblasts, Gli luciferase reporter luminescence;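 active = inhibition above about 55%, limit read from the data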;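 note: 0% = DMSO-treated cells and 100% = wells with medium but no cells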
CCR6 antag – antagonists of human CCR6 receptor; inhibition, % at 20 µM; AID 493098; CHO-K1 CCR6 PathHunter beta-arrestin, luminescence, CCL20-stimulated; 340,000 compounds, 0.49% hits;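 active = compounds whose inhibition of the agonist-driven luminescence signal at 20 µM reaches about 50%, limit read from the data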;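 note: cells stimulated with CCL20 at 14 nM final; plate controls were DMSO with CCL20 for no effect and DMSO without agonist for full effect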
A3G deaminase – inhibitors of human APOBEC3G DNA deaminase | Q9HC16 | recombinant A3G, ssDNA deamination FAM/TAMRA fluorescence | inhibition, % at 20 µM | 330,000 compounds, 0.28% hits | AID 493012;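 active = inhibition of at least 40% at 20 µM, with no more than 30% in the related APOBEC3A deaminase screen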;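 note: plate controls were DMSO wells with A3G for no effect and wells lacking A3G enzyme for full effect; some compounds called inactive have numbers as strong as hits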
Target sequence (Q9HC16 whole entry, looked up): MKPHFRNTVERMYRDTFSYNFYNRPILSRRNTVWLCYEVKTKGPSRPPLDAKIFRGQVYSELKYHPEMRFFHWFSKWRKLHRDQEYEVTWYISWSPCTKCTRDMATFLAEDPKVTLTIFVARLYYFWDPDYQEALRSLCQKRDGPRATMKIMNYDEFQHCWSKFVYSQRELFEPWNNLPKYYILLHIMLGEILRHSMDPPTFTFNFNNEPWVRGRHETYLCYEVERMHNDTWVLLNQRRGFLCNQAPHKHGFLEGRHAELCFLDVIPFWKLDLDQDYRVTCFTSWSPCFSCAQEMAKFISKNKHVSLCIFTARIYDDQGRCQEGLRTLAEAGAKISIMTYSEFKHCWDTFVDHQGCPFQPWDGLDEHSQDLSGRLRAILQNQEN
An asterisk follows results filed as active; / = not tested or not shown; & = joins results of further samples.

SMILES	EBI2 block	MPTP inh	GRIN3A LBD mod	CXCR6 block	A3A deaminase	Gli-Sufu block	CCR6 antag	A3G deaminase
Cn1c(N)c(N2CCCCC2)c(=O)n(CC(=O)Nc2cccc(C#N)c2)c1=O	0	-0.6	1	2	5	1	3	-3
S=C1NC2(CCCC2)Nc2ccccc21	-9	-0.7	-2	9	-1	-2	4	0
Cc1ccc(CC(=O)NCCS(=O)c2ccc(C)cc2)cc1 (centres undefined)	-3	-0.1	0	-8	2	-5	0	-5
COCc1ccc(C(=O)NC2CC(C)(C)Cc3c2cnn3-c2ccc(OC)cc2)o1 (centres undefined)	8	-0.2	-2	2	-2	-5	11	-4
C=CCOc1ccc(/C=N/N2C(=O)C(CC(=O)Nc3ccc(F)cc3F)SC2=NC)cc1 (centres undefined)	15	2.3	0	-6	-1	-20	8	-6
OC(COc1cccc2ccccc12)CN1CCN(c2ccccn2)CC1 (centres undefined)	2	4.5	-3	1	0	6	-11	1
CCCCOc1cccc(C(=O)Nc2ccc(NC(=O)c3cccs3)cc2)c1	0	1.4	22*	-3	-4	-35	1	-15
CC(=O)Nc1ccc(Oc2cncc(Cl)c2)nc1	-8	1.9	-2	-7	0	-4	5	-1
COc1ccc(C(=O)CCNc2ccc3c(c2)OCCO3)cc1	-10	-3.6	3	0	-5	-30	16	-10
O=C(CSc1nc(-c2ccc(F)cc2)cs1)NCCN1C(=O)CSC1=O	3	-0.3	0	-4	1	-11	1	0
CC(=O)c1c(-c2ccccc2)c2ccccc2[nH]c1=O	1	-0.3	-2	5	-3	-9	10	-9
C=CCN(Cc1ccc(Cl)s1)C(=O)CNC(=O)CNC(=O)c1ccc(Cl)cc1Cl	3	-1.2	0	1	0	2	10	-4
CC(=O)N(c1c(C)n(C)n(-c2ccccc2)c1=O)C1(C(=O)NC2CCCCC2)CCCCC1	-12	-0.7	0	-1	-7	-3	3	-9
COc1ccc(C2=NN(C(=O)c3cccs3)C(c3ccccc3O)C2)cc1 (centres undefined)	6	8.3	5	18	-2	-5	-10	-6
CCOC(=O)c1ccc(NC(=O)Nc2ccc(F)cc2)cc1	3	97*	35*	-14	-2	-27	-5	-4
Cn1nccc1C(=O)N1CCCC(N2CCN(c3cccc(C(F)(F)F)c3)CC2)C1 (centres undefined)	-14	0.1	/	-6	-3	/	/	-15
CCCNC(=O)c1ccc(N2CCC3(CC2)CC(c2cccc(Br)c2)=NO3)c(NC(=O)c2ccco2)c1	9	-1.0	-1	11	-3	19	4	-5
CCSc1nc2c(cnn2-c2ccc(C)cc2)c(=O)[nH]1	-3	-0.3	1	-5	-3	7	12	2
COc1ccc(OC)c(NC(=O)CSc2nnc(C3CCCCC3)n2N)c1	-3	1.2	14*	0	1	-7	2	-6
COc1cc(/C=N/NC(=O)CCc2c(C)n[nH]c2C)ccc1O	-6	0.0	5	-6	1	6	2	0
O=C(Cn1cccc1)N1CCN(c2ccc(F)cc2)CC1	1	0.7	5	4	-4	18	11	-8
CC(C)C(=O)Nc1nnc(Cc2ccccc2)s1	-11	0.8	0	-2	2	16	-6	-1
CCOC(=O)c1c(NC(=O)CN2CCN(c3ccc(Cl)cc3)CC2)sc(C)c1C	13	3.8	-3	11	-2	8	16	-6
O=C1CC(c2ccco2)CC(O)=C1C=Nc1cc(Cl)cc(Cl)c1 (centres undefined)	-2	-1.2	0	8	12	1	-1	2
O=C(Cn1cnnn1)NCc1ccccc1	3	0.7	-1	0	4	22	9	1
New compounds follow
SMILES	EBI2 block	MPTP inh	GRIN3A LBD mod	CXCR6 block	A3A deaminase	Gli-Sufu block	CCR6 antag	A3G deaminase
O=C(Nc1ccncc1)c1ccc(C(=O)Nc2ccncc2)cc1	4	0.0	-6	-4	-4	-4	-4	-8
COc1ccc(N(CCCN2C(=O)c3cccc4cccc(c34)C2=O)C(=O)c2cccc(OC)c2)cc1	14	0.0	-3	7	-1	18	4	-1
CN(C(=O)c1ccccc1)C1(C)CCS(=O)(=O)C1 (centres undefined)	13	1.0	0	3	0	-7	5	-5
COCCNC(=O)c1cc(-c2cccnc2)nc2ccc(Br)cc12	-3	0.9	4	6	3	11	-17	2
COC(=O)c1cc(S(=O)(=O)NCC2CCN(Cc3ccc(F)cc3)CC2)c[nH]1	-9	-1.3	1	-2	0	15	-6	-1
COc1cccc(/C=C(/C(=O)OCC(=O)NC2CCCCCCC2)c2ccccc2)c1	8	31	1	5	-2	7	27	-4
COc1ccccc1C1CC(c2ccc(NS(C)(=O)=O)cc2)=NN1C(=O)c1ccccc1 (centres undefined)	1	3.9	-4	8	-4	-7	8	-5
COc1ccc(C2CC(c3ccc(Cl)cc3Cl)Nc3nc(N)nn32)cc1OC (centres undefined)	-3	-1.4	-2	1	-1	-4	5	5
O=C(c1ccc(Cl)c([N+](=O)[O-])c1)N1CCN(c2ccccc2)CC1	26	0.3	-3	-18	-1	22	-1	-10
O=C(COc1ccc(Cl)cc1)NCc1ccc(F)cc1	42	-0.2	-2	0	-3	1	-1	-4
CCn1c(SCC(=O)Nc2ccc3c(c2)OCO3)nnc1C1CC1	-2	0.1	3	3	-3	-1	6	-11
O=c1[nH]cnc2sc(-c3ccccc3)cc12	8	-0.7	1	-1	-2	-41	-4	-4
COc1ccc(CC(=O)Nc2ccc3nc(SC)sc3c2)cc1OC	-4	2.5	-2	4	33	-9	6	-2
CCOc1ccc(S(=O)(=O)n2ccc(C)n2)c2ccccc12	11	1.2	-1	8	1	25	5	-3
Cn1c(C(=O)N2CCCC(Nc3ccc(F)cc3)C2)cc2ccccc21 (centres undefined)	9	2.2	-3	7	2	10	17	5
COC(=O)C1(C)NC(c2ccc(C)cc2)C2C(=O)N(c3ccc(F)cc3)C(=O)C21 (centres undefined)	0	-0.6	2	0	-4	/	18	-3
Cc1ccc(CN2C3=NC(=O)CN3c3ccccc32)cc1	-2	0.0	4	-8	-2	0	8	-2
Cc1cc(-c2nnc(SCC(=O)Nc3cccc(F)c3)n2N)n[nH]1	2	0.3	-2	0	-4	-7	1	-6
CCOC(=O)c1c(NC(=O)CSc2nnc(Cc3csc(N)n3)n2C)sc(C)c1C	-11	1.0	-1	12	-4	-5	4	-5
CCc1nnc(NC(=O)c2ccc(OCc3c(C)noc3C)c(OC)c2)s1	-9	-0.5	0	-7	3	2	12	-1
COc1ccc(/C=C/c2c(-c3ccc(OC)cc3)sc3cc(OC)c(OC)cc23)cc1	12	0.5	0	2	-6	5	4	-7
CC(C)(C)OC(=O)NCCNC(=O)c1cccs1	-8	1.8	0	4	3	13	1	-11
CCCc1nnc(NC(=O)CCC(=O)Nc2ccc(Cl)cc2)s1	-9	-0.2	0	-9	-4	0	-4	-6
CCOC(=O)c1cccc(NC(=O)CCNS(=O)(=O)c2cc(Br)cnc2N)c1	6	1.0	-10	0	-5	1	8	-7
CCN(CC)CCOc1ccc(/C(=C(/Cl)c2ccccc2)c2ccccc2)cc1	2&4	98*	4&-4	9&-1	-2&0	-6&13	29&21	-2&3

An excerpt from above in order of their number in CCR6 antag, lowest first.
molecule,CCR6 antag
COc1ccc(C2=NN(C(=O)c3cccs3)C(c3ccccc3O)C2)cc1 (centres undefined),-10
CCCc1nnc(NC(=O)CCC(=O)Nc2ccc(Cl)cc2)s1,-4
O=C(Cn1cnnn1)NCc1ccccc1,9

Next part
SMILES	EBI2 block	MPTP inh	GRIN3A LBD mod	CXCR6 block	A3A deaminase	Gli-Sufu block	CCR6 antag	A3G deaminase
O=C(Nc1ccncc1)c1cc(S(=O)(=O)N2CCCC2)ccc1Cl	-5	1.7	1	-4	-6	-5	5	-6
CCN1CCN(c2cc(-c3ccccc3)nc3cc(-c4cccc(F)c4)nn23)CC1	6	99*	3	-19	-3	14	11	-10
O=C1OC[C@@H]2CCCN2C(=O)[C@@H](CC(=O)N(CCO)Cc2ccccc2)C/C=C\CC[C@H]1Cc1ccc(F)cc1	4	0.1	3	8	2	16	0	-1
CCNC(=O)N1c2ccccc2Sc2ccccc21	4	-0.2	-2	-7	-2	-13	9	-7
O=C(COC(=O)CCc1ccc(S(=O)(=O)N2CCOCC2)cc1)Nc1cccc(Cl)c1	4	-1.1	-3	1	0	-13	-5	-7
CCOC(=O)C1CN(S(=O)(=O)c2ccccc2)C1	-10	-0.1	0	-9	-4	6	7	-5
O=C(OCC(=O)N1CCN(c2ccccc2)CC1)c1cccc([N+](=O)[O-])c1	-1	-1.3	-3	3	5	32	8	1
O=C(NCc1ccc(F)cc1)C1CCN(S(=O)(=O)c2cccc3nonc23)CC1	7	-1.0	2	-3	3	-9	6	-6
CC1CCCCC1NC(=O)COC(=O)c1ccc2c(c1)NC(=O)CS2 (centres undefined)	-9	-1.0	-1	-1	1	0	0	-5
O=C(Nc1nc2ccc(Cl)cc2s1)[C@@H]1CCCN1C(=O)c1cccs1	-7	3.1	-23	-6	1	-3	1	-8
CC1(C)CC(=O)C/C(=N/NC(=O)COc2ccc3ccccc3c2Br)C1	2	0.9	-2	-8	-4	3	-9	-2
O=c1c(-c2ccco2)[n+]([O-])c2ccccc2n1OCc1ccccc1[N+](=O)[O-]	7	2.3	3	8	-1	6	23	-8
Cc1ccc([N+](=O)[O-])c2c1C(N1CC(C)OC(C)C1)C(C)(C)O2 (centres undefined)	2	2.0	1	9	-2	8	14	-6
CN1C(=S)SC(C)(C)C1NO (centres undefined)	-9	-1.8	0	-4	-3	1	-11	-2
Nc1nc(=S)c2ncn(C3OC(CO)CC3O)c2[nH]1 (centres undefined)	-1	-1.9	-1	-2	/	2	-7	/
COc1cccc(-c2noc(CCC(=O)NC3CCCCC3)n2)c1	-1	0.0	-3	6	0	-5	6	-2
CN(C)S(=O)(=O)c1ccc(NC(=O)COC(=O)Cn2[nH]c(=O)c3ccccc3c2=O)cc1	-4	0.8	-1	4	3	3	5	-7
CN(Cc1ccccc1)Cc1ccccc1C(O)c1ccccc1 (centres undefined)	11	0.5	1	-3	/	-5	30	/
CC1(C)CC(=O)C=C(NCc2cccc(C(F)(F)F)c2)C1	-4	-2.9	-1	-1	-1	0	10	-2
CC(C(=O)Nc1nc2ccccc2s1)n1cc([N+](=O)[O-])cn1 (centres undefined)	3	-0.5	2	4	3	5	12	-3
Cn1c(SCC(=O)Nc2nnc(-c3ccccc3)o2)nnc1C1CC1	-8	0.3	1	1	-6	-1	19	-7
O=C(NCc1cccs1)c1cnc(Cl)c(Cl)c1	12	0.2	2	-8	-3	4	-3	-9
CC1CCN(C(=O)c2[nH]cnc2C(=O)NCC(=O)OCc2ccccc2)CC1	-5	0.0	6	-2	-1	-10	6	-6
CC(C(=O)NCc1ccco1)n1nc(-c2ccccc2)c2cc(Cl)ccc21 (centres undefined)	14	0.8	1	2	1	11	8	-2
CSC1=NCCN1C(=O)c1c(F)cccc1Cl	-4	-1.4	0	-5	1	3	0	2
New compounds follow.
SMILES	EBI2 block	MPTP inh	GRIN3A LBD mod	CXCR6 block	A3A deaminase	Gli-Sufu block	CCR6 antag	A3G deaminase
CCOC(=O)c1cnn(-c2nc(SC)nc3sc4c(c23)CCCC4)c1N	-8	1.3	-1	0	4	4	29	4
Cc1cc(CSc2ccccc2)ccc1NC(=O)COc1ccccc1C	-6	0.1	0	-2	-1	-2	7	-3
CN1CCN(C2CCCCCC2)CC1	-3	-0.8	1	6	-6	2	0	-5
O=C(Nc1nccc(-c2cccs2)n1)c1cccs1	-27	1.9	-2	-19	1	-9	-1	-7
CC(=O)c1cccc(NC(=O)c2ccc(C)o2)c1	-1	-1.0	0	10	-2	-13	-3	-6
COc1cc(Cn2c(-c3nonc3N)nc3ccccc32)ccc1C	1	0.5	-4	9	-3	4	10	-6

Record cards, from the list above.
CC(=O)c1cccc(NC(=O)c2ccc(C)o2)c1 across the screens: EBI2 block = -1; MPTP inh = -1.0; GRIN3A LBD mod = 0; CXCR6 block = 10; A3A deaminase = -2; Gli-Sufu block = -13; CCR6 antag = -3; A3G deaminase = -6
CN1CCN(C2CCCCCC2)CC1 across the screens: EBI2 block = -3; MPTP inh = -0.8; GRIN3A LBD mod = 1; CXCR6 block = 6; A3A deaminase = -6; Gli-Sufu block = 2; CCR6 antag = 0; A3G deaminase = -5

Compounds were not picked by outcome. About 5.8% of those tested had a hit in this group.
